MITF inh = MITF inhibitors, primary screen, biochemical, AlphaScreen, human; Microphthalmia-associated transcription factor (Homo sapiens), O75030; AlphaScreen MITF homodimerization, bead proximity signal; inhibition, % at 2.6 µM; 0.91% of 650,000 active; in the data active = inhibition above about 50%;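 note: 0% = vehicle wells with protein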
Target sequence (O75030 whole entry, looked up): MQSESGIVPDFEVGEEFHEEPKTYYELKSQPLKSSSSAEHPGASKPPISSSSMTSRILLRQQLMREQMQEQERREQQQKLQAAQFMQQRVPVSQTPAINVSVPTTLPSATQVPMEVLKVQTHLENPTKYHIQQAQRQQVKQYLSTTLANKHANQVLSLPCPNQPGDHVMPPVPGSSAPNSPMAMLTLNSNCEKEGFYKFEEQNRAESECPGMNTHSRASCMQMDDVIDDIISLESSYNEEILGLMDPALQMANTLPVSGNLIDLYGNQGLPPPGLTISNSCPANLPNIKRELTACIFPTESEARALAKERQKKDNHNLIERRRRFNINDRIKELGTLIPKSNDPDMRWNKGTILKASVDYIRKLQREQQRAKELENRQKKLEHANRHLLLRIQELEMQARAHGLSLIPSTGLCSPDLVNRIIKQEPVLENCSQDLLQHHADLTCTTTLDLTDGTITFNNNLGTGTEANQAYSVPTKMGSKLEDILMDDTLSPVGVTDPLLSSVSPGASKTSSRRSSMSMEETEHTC
FBW7 act = FBW7 E3 ligase activators, primary screen, biochemical, AlphaScreen, human | F-box/WD repeat-containing protein 7 (Homo sapiens), Q969H0 | AlphaScreen FBW7–phospho-cyclin E peptide binding, activator screen | normalized activity (activation), % at 26.1 µM | 0.13% of 650,000 active | AID 1259310, 2017; in the data active = normalized activity above about 1.9%;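 note: purified mutant Fbw7 with reduced substrate affinity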
GPR151 activ = activators of human GPR151, primary screen, cell-based, PathHunter beta-arrestin, luminescence; G-protein coupled receptor 151 (Homo sapiens), Q8TDV0; PathHunter beta-arrestin GPR151 cells; activation, % at 11.2 µM; 1% of 650,000 active; in the data active = activation above about 4.9%;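 note: 0% = median of compound wells and 100% = cells with positive control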
Target sequence (Q8TDV0 whole entry, looked up): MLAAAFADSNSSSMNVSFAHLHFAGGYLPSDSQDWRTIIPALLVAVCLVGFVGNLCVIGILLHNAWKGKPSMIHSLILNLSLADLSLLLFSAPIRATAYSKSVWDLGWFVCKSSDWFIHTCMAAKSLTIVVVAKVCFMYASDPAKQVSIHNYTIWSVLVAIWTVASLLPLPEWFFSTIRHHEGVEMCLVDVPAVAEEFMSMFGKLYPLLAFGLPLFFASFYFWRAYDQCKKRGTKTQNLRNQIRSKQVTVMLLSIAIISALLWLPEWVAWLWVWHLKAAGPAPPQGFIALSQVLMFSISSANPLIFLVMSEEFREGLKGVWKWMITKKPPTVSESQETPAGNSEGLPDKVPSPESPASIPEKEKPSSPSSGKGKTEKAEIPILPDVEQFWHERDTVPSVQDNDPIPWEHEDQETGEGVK
TEAD-YAP inh = TEAD-YAP interaction inhibition, primary screen, TEAD-YAP interaction inhibitor project, luminescence, HEK-TIYL cells. TEAD-Gal4/YAP UAS-luciferase luminescence. inhibition, % at 9.12 µM. 1.4% of 640,000 active. AID 1259422, 2018; in the data active = inhibition above about 32%;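 note: 0% = median of test compound wells and 100% = reference inhibitor wells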
Active calls of the source: *.

SMILES	MITF inh	FBW7 act	GPR151 activ	TEAD-YAP inh
CCCCNC(=O)c1cc(-c2cccs2)on1	3	0.1	1.2	-163
Cc1cccc2c(C(=O)OCC(=O)c3cccc([N+](=O)[O-])c3)cc(-c3ccccc3)nc12	7	0.5	-0.8	0
O=C(O)CSCC(=O)Nc1nc(-c2ccccc2)c(-c2ccccc2)s1	12	0.1	0.5	-5
COc1ccc(CCNc2nc(N3CCN(c4ccccn4)CC3)nc3c2ncn3CCN2CCCC2=O)cc1	13	0.1	-0.9	12
COCCn1c(=NC(=O)COc2ccccc2)sc2cc(F)ccc21	-21	0.2	-0.4	-2
NS(=O)(=O)c1ccc(Nc2nc(-c3ccc4ccccc4c3)cs2)cc1	-5	0.3	2.4	-21
CCOC(=O)c1cc(N)cc(C(=O)OCC)c1	1	0.1	1.6	-1
O=C(O)CCC(=O)N1N=C(c2c(-c3ccccc3)c3cc(Cl)ccc3[nH]c2=O)CC1c1ccc(Br)cc1 (configuration not stated)	14	0.0	0.5	-3
Cc1cc(C)nc(SCC(=O)Nc2ccc(F)cc2F)n1	1	0.1	1.3	2
COCCNC(=S)N(CCc1c(C)[nH]c2ccc(C)cc12)Cc1ccncc1	7	0.2	0.3	4
Cc1cccc(NC(=O)c2cc3cc([N+](=O)[O-])ccc3oc2=O)c1	3	0.0	0.4	1
COc1ccc(C(CC(=O)NCc2ccco2)NS(=O)(=O)c2ccc(C)cc2)cc1 (configuration not stated)	2	0.4	-3.0	6
Cc1ccc(N(CC(=O)O)C2SC(=O)N(c3cccc(C)c3)C2=O)cc1 (configuration not stated)	11	-0.1	-1.0	-25
CSc1ccc(NC(=O)c2ccc(S(=O)(=O)N3CCc4ccccc4C3)cc2)cc1	-2	0.4	-2.0	-5
CCOC(=O)CNC(=O)CN(Cc1ccco1)C(=O)c1snc(C(N)=O)c1N	3	0.0	-0.6	3
Cc1cc(S(=O)(=O)N2CCN(Cc3ccccc3)CC2)ccc1-n1cnnn1	15	0.2	-0.8	-5
CCCOc1ccc(/C(O)=C2/C(=O)C(=O)N(CCN(C)C)C2c2ccc(C)cc2)c(C)c1 (configuration not stated)	10	0.0	-1.4	-4
Cc1ncc([N+](=O)[O-])n1CC(=O)Nc1ccccc1I	-21	0.3	-0.3	-2
Cc1c(C(=O)N/N=C/c2cccnc2)nnn1-c1nonc1N	12	-0.3	-0.5	7
CCn1cc2c(n1)-c1c(oc(C(=O)Nc3cccc(OC)c3)c1C)CC2	-2	0.0	-0.6	-31
COc1cc(C=O)ccc1OC(=O)c1cc([N+](=O)[O-])c(C)c([N+](=O)[O-])c1	31	1.0	0.2	21
CC1CC(N(C(=O)c2cccc(Br)c2)c2ccccc2)c2ccccc2N1 (configuration not stated)	7	0.6	-0.1	-3
O=C(Nc1ccc(-c2nc3ccccc3o2)c(O)c1)c1ccco1	6	0.1	1.8	-45
O=C(CSc1nnnn1-c1ccc(Cl)cc1)Nc1ccccc1-c1ccccc1	-5	-0.2	-0.4	-2
COc1cc(Nc2nc(-c3ccc(C(=O)N4CCN(C)CC4)cc3)ncc2C)cc(OC)c1OC	8	0.0	-2.6	6
Other structures:
SMILES	MITF inh	FBW7 act	GPR151 activ	TEAD-YAP inh
O=C(Oc1cccc2cccnc12)c1ccccc1F	18	-1.1	1.8	5
CCOc1ccccc1C(=O)NCc1ccc2c(c1)cc(C)n2C	-17	-0.4	-0.5	51*
Cc1ccc(-n2c(/C=C/c3ccc(OC(F)F)cc3)nc3cc(Cl)ccc3c2=O)c(C)c1	-7	0.0	1.6	4
Cc1nc(N)c(C(N)=O)c(-c2ccccc2)c1C	-11	0.0	-0.7	-6
Fc1ccc(N=c2oc3ccccc3cc2-c2nc3ccccc3[nH]2)cc1	2	-0.1	-4.4	-40
CCOc1ccc(CSC(=N)N)cc1Br	-4	0.8	0.0	2
Cc1ccc(OCC(=O)N(C)Cc2ccccc2)cc1	9	0.1	-1.2	-26
C/C(=N\Nc1cc(N2CCOCC2)ncn1)c1ccccc1	17	-0.5	-1.9	-33
CN(Cc1ccccc1)C(=O)C1c2ccccc2C(=O)N2CCc3ccccc3C12 (configuration not stated)	11	0.1	-0.8	0
Cc1cc(NC(=O)CO/N=C/c2ccccc2Cl)no1	-1	0.0	3.0	-2
O=S(=O)(c1ccc2nnn(O)c2c1)N1CCCCC1	-3	0.4	-0.6	5
Cc1cc(OCC(N)=O)c(C(C)C)cc1Cl	7	0.1	1.7	11
CC(C)C(=O)Nc1c2c(nn1-c1ccc([N+](=O)[O-])cc1)CSC2	-3	0.0	-0.2	3
O=C(NCc1cccs1)c1cnn2c(C(F)(F)F)cc(-c3cccs3)nc12	2	0.2	-0.9	-13
CC(C)(C)c1ccc(-c2nc3cc(NC(=O)c4ccc5c(c4)OCCO5)ccc3o2)cc1	13	0.3	-0.9	11
COc1ccc(/C=C2/C(=N)N3N=C(C(C)C)SC3=NC2=O)c(OC)c1OC	3	-0.3	-1.1	2
CCC(C)N(C(=O)COC(=O)c1n[nH]c2ccccc12)C1CCS(=O)(=O)C1 (configuration not stated)	5	0.1	-0.5	12
Cn1nccc1Nc1ncc(C(=O)NCc2cccnc2)s1	-2	0.0	-1.7	-5
COc1cc2oc(=O)cc(C)c2cc1C=O	12	0.1	-1.0	62*
OCCN1CCN(C2CCN(Cc3ccccc3F)CC2)CC1	82*	0.5	0.2	0
CCOc1cc(C#N)ccc1OCC(=O)Nc1cccc(OC)c1	9	0.0	-0.4	-5
COc1cc(Cl)cc(CN2CCN(CCC(C)C)C(CCO)C2)c1OC (configuration not stated)	1	-0.1	1.7	-2
N#C/C(=C\c1cc(Cl)ccc1O)c1nc2ccccc2s1	-9	0.0	-0.4	-8
CC(C)OC(=O)CN1CCN(CC(=O)Nc2ccc(F)cc2)CC1	0	-0.1	-0.8	-4
c1cc(CSc2nnc(-c3ccc4c(c3)OCO4)o2)ccn1	5	-0.1	-0.7	10
The results go on.
SMILES	MITF inh	FBW7 act	GPR151 activ	TEAD-YAP inh
O=C(CN(Cc1ccccc1)S(=O)(=O)c1ccc(F)cc1)NCc1ccc(Cl)cc1	4	0.3	0.5	10
O=C(NCC(c1ccco1)S(=O)(=O)c1ccccc1)c1ccc(F)cc1 (configuration not stated)	18	0.1	1.8	-18
CC(O)c1nc2ccccc2n1CC(=O)N1CCCCC1 (configuration not stated)	-6	0.1	-1.8	-16
CC(=O)N1c2ccccc2NC2=C(C(=O)CC(C)(C)C2)C1c1cccc([N+](=O)[O-])c1 (configuration not stated)	-2	0.1	-0.6	2
O=C1C(c2ccc(Cl)cc2)N(C2CCCCCC2)C(=O)CN1C1CCCCC1 (configuration not stated)	11	0.1	0.8	-7
CC1CCCN(c2nc3c(c(=O)[nH]2)CCN(Cc2nccn2C)C3)C1 (configuration not stated)	-11	0.3	-0.8	-8
CC(=O)Oc1cc(C(=O)OCc2ccc([N+](=O)[O-])cc2)cc(OC(C)=O)c1OC(C)=O	-25	0.2	-2.0	2
Cc1ccc2c(c1)c(=O)nc1n2CC(O)=C1c1nc2ccccc2s1	12	0.1	-0.4	0
Cc1cc([N+](=O)[O-])ccc1NC=C1C(=O)OC2(CCCCC2)OC1=O	-3	-0.1	0.5	2
Cc1nc(N2CCOCC2)c2c(C)c(C(=O)NC3CCCC(C)C3C)sc2n1 (configuration not stated)	-4	-0.1	3.3	-24
CCCn1c(SCC(=O)Nc2ccccc2)n[nH]c1=O	3	0.0	0.1	-13
Cc1ccc(C(=O)Nc2ccccc2F)cc1	-8	0.4	-7.6	-15
COc1ccc(OC)c(NC(=S)NCc2ccco2)c1	3	0.0	0.5	4
Cc1ccc(CN2CCN3C(=O)[C@H]4CCCN4C(=O)[C@H]3C2)c(C)c1	10	0.1	2.6	-8
O=C1NC(O)(C(F)(F)F)C(=O)NC1Cc1ccccc1 (configuration not stated)	-3	-0.1	0.0	-4
Cc1ccccc1OCc1nc2ccc(-c3ccnc(N)n3)cc2[nH]1	6	0.3	0.5	52*
NS(=O)(=O)c1ccc(CCNC(=O)NC2CC(=O)N(c3cccc(F)c3)C2)cc1 (configuration not stated)	2	0.0	0.0	7
CC(Nc1ccc(I)cc1)C(=O)NC(=O)NC1CCCCC1 (configuration not stated)	-1	-0.3	0.3	-6
COc1cc(C=C2C(=O)NC(=O)NC2=O)cc(Cl)c1OCc1cccc2ccccc12	16	-0.2	0.6	2
COc1ccc(-c2nc(NCc3cccc(C(F)(F)F)c3)c3ncn(C4CCCCC4)c3n2)cc1	13	0.0	1.0	14
CCOC(=O)C1=C(C(=O)OCC)SC(=C2C(=S)C(C)(C)N(C(=O)c3ccccc3)c3cc(OC)ccc32)S1	15	0.2	0.4	-8
O=C(Nc1ncccn1)C1COc2ccccc2O1 (configuration not stated)	1	-0.1	1.7	-8
CC1CN(c2nc(-c3cccc([N+](=O)[O-])c3)cs2)CC(C)O1 (configuration not stated)	4	-0.1	0.9	-7
O=C(CNC(=O)Cn1cnc2c(c1=O)C1CCCCC1S2)NCC1COc2ccccc2O1 (configuration not stated)	-9	-0.1	-0.4	12
CN1CCc2c([nH]c(=S)c(C#N)c2-c2ccsc2)C1	-8	0.0	0.2	9

Full records, looked up by structure. Values in the order: MITF inh	FBW7 act	GPR151 activ	TEAD-YAP inh
Shown for `Cc1cc([N+](=O)[O-])ccc1NC=C1C(=O)OC2(CCCCC2)OC1=O` = -3	-0.1	0.5	2
Shown for `Cc1nc(N2CCOCC2)c2c(C)c(C(=O)NC3CCCC(C)C3C)sc2n1` (configuration not stated) = -4	-0.1	3.3	-24
Shown for `CC1CN(c2nc(-c3cccc([N+](=O)[O-])c3)cs2)CC(C)O1` (configuration not stated) = 4	-0.1	0.9	-7
Shown for `O=C(NCC(c1ccco1)S(=O)(=O)c1ccccc1)c1ccc(F)cc1` (configuration not stated) = 18	0.1	1.8	-18
Shown for `O=C(CN(Cc1ccccc1)S(=O)(=O)c1ccc(F)cc1)NCc1ccc(Cl)cc1` = 4	0.3	0.5	10

Compounds above that have an aryl thioether with sulfur outside any ring (5):
SMILES	MITF inh	FBW7 act	GPR151 activ	TEAD-YAP inh
Cc1cc(C)nc(SCC(=O)Nc2ccc(F)cc2F)n1	1	0.1	1.3	2
CSc1ccc(NC(=O)c2ccc(S(=O)(=O)N3CCc4ccccc4C3)cc2)cc1	-2	0.4	-2.0	-5
O=C(CSc1nnnn1-c1ccc(Cl)cc1)Nc1ccccc1-c1ccccc1	-5	-0.2	-0.4	-2
c1cc(CSc2nnc(-c3ccc4c(c3)OCO4)o2)ccn1	5	-0.1	-0.7	10
CCCn1c(SCC(=O)Nc2ccccc2)n[nH]c1=O	3	0.0	0.1	-13

Remaining list, next part
SMILES	MITF inh	FBW7 act	GPR151 activ	TEAD-YAP inh
CCOc1ccc(NC(=O)/C=C/c2cccc([N+](=O)[O-])c2)cc1	25	0.2	0.0	-8
CCN(CC)S(=O)(=O)c1ccc(N/N=C/c2ccccc2[N+](=O)[O-])nc1	1	-0.1	1.0	-2
O=C(Nc1cccc(F)c1)C1CC12CCN(Cc1c[nH]c3ccccc13)CC2 (configuration not stated)	-9	0.1	-0.6	2
O=C(NCCc1ccccc1)C1Cc2ccccc2CN1S(=O)(=O)c1ccc(F)cc1 (configuration not stated)	0	-0.1	1.6	1
COc1ccc2ccccc2c1/C=C/[N+](=O)[O-]	22	0.1	-0.3	49*
O=C(NCC1CCCO1)c1ccccc1SCc1ccccc1 (configuration not stated)	0	-0.1	1.4	-5
COc1ccc(OCCCCn2c(-c3ccc(Cl)cc3)nc3ccccc3c2=O)cc1	10	1.0	-0.6	7
COc1ccc(-n2c(SCC(=O)NCc3ccco3)nc3c(sc(=S)n3-c3ccccc3)c2=O)cc1OC	-4	0.0	-2.1	-8
Cc1ccc(S(=O)(=O)NCc2c(-c3ccccc3)c3cc(Cl)ccc3[nH]c2=O)cc1	33	-0.7	0.4	-1
COc1ccc(NC(=O)CSc2nc3ccccc3c(=O)n2CCC(=O)NCCc2ccc(OC)c(OC)c2)c(OC)c1	0	0.0	-0.4	5
CC(C)(C)C(=O)Nc1nnc(SCC(=O)Nc2ccc(C(F)(F)F)cc2)s1	-4	-0.1	-0.8	1
CCCOc1ccc(-c2c(C#N)c(N)n3c(nc4ccccc43)c2C#N)cc1OC	10	0.1	-0.7	0
COc1ccc(O)c(CN2CCC(n3nccc3NC(=O)C3CCCC3)CC2)c1	8	0.0	0.3	4
O=C(CCn1c(=S)[nH]c2ccccc2c1=O)NCc1ccc(C(=O)O)cc1	11	0.1	0.6	8
